Compound activity: PubChem, several laboratories
Dyrk1A ADPGlo – blocks rat Dyrk1A kinase activity; Q63470; ADP-Glo luminescence, NFATc1 peptide; inhibition, % at 12.5 µM; actives 0.43% (n = 310,000); in the data active = inhibition above about 50%;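 also: plate controls were vehicle with enzyme for no effect and no enzyme for full effect; many of its hits are not listed in these tables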
TRPC4 inh – TRPC4 (mouse) channel inhibition. Q9QUQ5. HEK293 TRPC4beta/mu-opioid, DAMGO-evoked Fluo4 calcium flux; stronger effect = lower value. B-score at 10 µM. actives 0.39% (n = 300,000). AID 2247;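 active = B-score over 3 SD under the library average, no early fluorescence shift, positive overall ratio signal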
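test system = HEK293 cells with stable TRPC4beta plus mu-opioid receptor expression | detection = Fluo4 Ca2+ flux fluorescence | read-out = integrated fluorescence ratio relative to baseline, converted to per-well B score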
Platelet DG rel – platelet dense granule release activity; human platelet-rich plasma, SFLLRN dense granule ATP release, luminescence; inhibition, %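 (compounds screened at 7.5 µM in platelet-rich plasma)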; actives 0.22% (n = 300,000); AID 1663;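 active = mean replicate score, as percent of positive control, at or above 50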
KCNQ1 pot – potentiators or activators of human KCNQ1 potassium channel | P51787 | CHO-K1 KCNQ1, thallium flux FluxOR fluorescence; stronger effect = higher value | B-score at 10 µM | actives 0.35% (n = 310,000);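 active = fluorescence ratio B-score, a plate-corrected score, at least three library SD, with initial intensity B-score within 5 SD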
Target sequence (P51787 whole entry, looked up): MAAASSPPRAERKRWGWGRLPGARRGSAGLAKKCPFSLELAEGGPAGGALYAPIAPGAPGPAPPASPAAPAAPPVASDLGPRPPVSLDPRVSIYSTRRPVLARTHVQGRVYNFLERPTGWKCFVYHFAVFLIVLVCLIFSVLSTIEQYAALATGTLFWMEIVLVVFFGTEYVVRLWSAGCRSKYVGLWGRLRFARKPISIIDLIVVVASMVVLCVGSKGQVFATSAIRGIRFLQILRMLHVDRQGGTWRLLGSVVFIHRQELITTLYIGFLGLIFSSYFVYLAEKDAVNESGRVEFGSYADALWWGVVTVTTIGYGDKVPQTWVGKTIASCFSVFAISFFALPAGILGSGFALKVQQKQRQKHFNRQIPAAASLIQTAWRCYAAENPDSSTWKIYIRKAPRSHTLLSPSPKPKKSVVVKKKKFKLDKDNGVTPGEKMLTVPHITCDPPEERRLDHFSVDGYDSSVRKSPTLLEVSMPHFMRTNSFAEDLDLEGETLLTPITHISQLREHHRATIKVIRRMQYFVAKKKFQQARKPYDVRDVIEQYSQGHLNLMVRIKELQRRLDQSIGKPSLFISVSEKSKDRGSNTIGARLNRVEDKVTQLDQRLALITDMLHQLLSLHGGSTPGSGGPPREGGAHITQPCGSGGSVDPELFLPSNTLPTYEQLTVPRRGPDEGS
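Material: CHO-K1 cells stably expressing KCNQ1. Medium: assay buffer for compound exposure, DMSO matched across wells. Reagent: K+/Tl+ depolarizing stimulus. Compound dosing: single-concentration screen. Times: 37 °C overnight plating, 90-min dark dye load, 20-min compound pretreatment. Technique: FluxOR Tl+ flux fluorescence.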
KCNQ1 inh – human KCNQ1 channel inhibition. AID 2642. CHO-K1 KCNQ1, FluxOR thallium flux fluorescence; stronger effect = higher value. P51787. actives 1.3% (n = 310,000). B-score at 10 µM;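 active = compounds whose thallium flux B-score, printed positive for inhibition, exceeds three library SD while starting fluorescence stays within three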;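 also: channel opened by potassium depolarization with thallium stimulus after 20 min compound exposure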
KCNK9 inh – human KCNK9 channel inhibition. Q9NPC2. HEK293 KCNK9, FluxOR thallium flux fluorescence; stronger effect = lower value. B-score at 10 µM. actives 1.2% (n = 310,000). AID 488922;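 active = ratio B-score over 3 SD below the library mean, with starting fluorescence within 5 SD of its mean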;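 also: negative B-score means less thallium flux so channel inhibition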
Target sequence (Q9NPC2 whole entry, looked up): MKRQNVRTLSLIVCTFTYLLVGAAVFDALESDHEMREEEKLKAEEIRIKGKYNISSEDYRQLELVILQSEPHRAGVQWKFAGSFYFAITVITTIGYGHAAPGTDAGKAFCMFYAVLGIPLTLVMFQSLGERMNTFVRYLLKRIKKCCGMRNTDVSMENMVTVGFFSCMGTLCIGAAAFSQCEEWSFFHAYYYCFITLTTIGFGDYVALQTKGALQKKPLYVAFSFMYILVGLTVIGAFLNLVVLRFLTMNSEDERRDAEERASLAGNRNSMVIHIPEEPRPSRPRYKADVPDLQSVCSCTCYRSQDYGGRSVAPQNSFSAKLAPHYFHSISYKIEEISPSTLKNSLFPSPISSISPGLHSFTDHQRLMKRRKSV
hERG rescue – hERG (human) protection from proarrhythmic block; Q12809; CHO-hERG, FluxOR thallium flux, dofetilide IC70 present; activation (rescue from dofetilide block), less the hit threshold, % at 10 µM; actives 0.51% (n = 310,000); AID 1511;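 active = activation above the mean of controls blocked by dofetilide plus 5 SD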;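 also: thallium influx through hERG after potassium depolarization seen as dye fluorescence rise; in these data hits start at about 4.7%; inactives centre near -7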
PolyA inhibitor – blocks polyadenylation in yeast reporter cells; S. cerevisiae SKY197-pL101 polyadenylation reporter, beta-gal luminescence; efflux-impaired pdr1/pdr3 knockout yeast; score 100 = 6 SD above DMSO; calls only at 12 µM; actives 0.02% (n = 300,000); AID 1875;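 active = lowest replicate activity score at least 50, where 100 means six control SD above control mean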;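 also: yeast exposed to compound for 9 h at 30 °C; higher score means more reporter readthrough which indicates perturbed polyadenylation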
TRPC4 PAM – TRPC4 (mouse) allosteric potentiation; AID 2227; HEK293 TRPC4beta/mu-opioid, DAMGO EC20, Fluo-4 Ca2+ flux; stronger effect = higher value; B-score at 10 µM; actives 0.42% (n = 310,000); Q9QUQ5;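 active = B-score of calcium response area above 5 SD of library B-scores, with initial fluorescence ratio within 5 SD of library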;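 also: B-score of integrated fluorescence ratio over time as area under calcium response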
TRPC4 act – TRPC4 (mouse) channel activation; actives 0.49% (n = 310,000); B-score at 10 µM; Q9QUQ5; AID 2237; HEK293 TRPC4beta/mu-opioid, Fluo4 calcium fluorescence; stronger effect = higher value;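 active = B-score above 5 SD of library B-scores, and initial fluorescence ratio not above library mean plus 5 SD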;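 also: positive B-score marks a calcium rise read as TRPC4 activation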
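Assay system – TRPC4beta and mu-opioid receptor HEK293 stable cells · Measured by – Fluo4 fluorescence, kinetic · Schedule – dye loading 45 min room temperature, 110 s kinetic read · Read-out – B-scored integrated calcium fluorescence ratio · Controls – buffer and maximal DAMGO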
KCNK3 block – human KCNK3 channel inhibition, primary screen | actives 0.84% (n = 340,000) | O14649 | CHO-KCNK3 thallium flux, FluxOR fluorescence; stronger effect = lower value | B-score at 10 µM;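 active = B-score under library mean minus 4 SD, starting fluorescence ratio at most library mean plus 5 SD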;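 also: more negative B-score means stronger inhibition of thallium flux through KCNK3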
Active calls of the source: *; i = inactive; nt = no result given. This is a subset; rates above refer to the full screens.

| SMILES | TRPC4 act | TRPC4 PAM | hERG rescue | Dyrk1A ADPGlo | KCNK9 inh | PolyA inhibitor | TRPC4 inh | Platelet DG rel | KCNQ1 inh | KCNQ1 pot | KCNK3 block |
| --- | --- | --- | --- | --- | --- | --- | --- | --- | --- | --- | --- |
| CN(CC(=O)Nc1ccc(Cl)c(C(F)(F)F)c1)C(=O)CCN1C(=O)C2CCCCC2C1=O (centres undefined) | i | i | -11 | -1 | i | i | i | -1 | i | i | i |
| CCCCc1nc2cc(C(=O)NCc3ccccn3)ccc2o1 | i | i | -8 | 3 | i | i | i | 12 | i | i | i |
| Cc1ccc(-n2nc3c(c2NC(=O)c2ccccc2Br)CS(=O)C3)cc1 (centres undefined) | i | i | -7 | 1 | i | i | i | -9 | i | i | i |
| Cn1nc(C(F)(F)F)c2cc(C(=O)Nc3ccc(F)c(Cl)c3)sc21 | i | i | -9 | -2 | i | i | i | -4 | i | i | i |
| COCCn1c(SCC(=O)Nc2ccc(N3CCOCC3)cc2)nc2ccccc21 | i | i | -1 | 3 | i | i | i | -1 | i | i | i |
| CCOc1ccccc1CNC(=O)CCN1C(=O)COc2ccccc21 | i | i | -1 | -3 | i | i | i | 0 | i | i | i |
| Cc1cccc2sc(NC(=O)C3CCCO3)nc12 (centres undefined) | i | i | -6 | 9 | i | i | i | -13 | i | i | i |
| COC(=O)c1ccccc1NC(=O)c1ccccc1N(C)S(C)(=O)=O | i | i | -8 | -4 | i | i | i | nt | i | i | i |
| O=C(O)C1CC(=O)N(c2ccc3c(c2)OCCO3)C1 (centres undefined) | i | i | -4 | 3 | i | i | i | nt | i | i | i |
| CCCNC(=O)c1nn2c(C(F)(F)F)cc(-c3ccccc3)nc2c1Cl | i | i | -5 | 5 | i | i | i | 16 | i | i | i |
| Cc1ccc(Cl)cc1NC(=S)N(CCN(C)C)C(C)c1ccccn1 (centres undefined) | i | i | -12 | -2 | i | i | i | 4 | i | i | i |
| C#Cc1ccc([C@H]2C=C(C(=O)N3CCN(Cc4ccc5c(c4)OCO5)CC3)O[C@@H](OCc3ccc(CO)cc3)C2)cc1 | i | i | -12 | 2 | i | i | i | 7 | i | i | i |
| CCC(c1nnnn1Cc1ccco1)N1CCN(c2cc(Cl)ccc2C)CC1 (centres undefined) | i | i | -6 | -3 | -11* | i | i | 2 | i | i | i |
| CCCc1ccc(OCc2ccc(C(=O)N/N=C/c3cccc([N+](=O)[O-])c3)o2)c(OC)c1 | i | i | 0 | -2 | i | i | i | nt | i | i | i |
| COc1cc(C(=O)Nc2ccc(-c3nnc(-c4ccco4)o3)cc2)cc(OC)c1OC | i | i | -9 | -6 | i | i | i | 8 | i | i | i |
| COc1ccc(S(=O)(=O)N(CC(=O)N2CCN(C)CC2)c2ccc(C)cc2)cc1OC | i | i | -6 | 0 | i | i | i | 16 | i | i | i |
| CC(=O)Cc1c(C(=O)O)c(C)nn1-c1ccccc1 | i | i | -1 | -1 | i | i | i | 3 | i | i | i |
| CCOC(=O)C1CCN(C(=O)Cc2cccs2)CC1 | i | i | -5 | -8 | i | i | i | 12 | i | i | i |
| O=C(O)Cc1ccc(S(=O)(=O)Nc2ccccc2C(=O)O)cc1 | i | i | -9 | 1 | i | i | i | 0 | i | i | i |
| COc1ccc(C(C(=O)NC2CCCCC2)N(C(=O)CCl)c2cccc(Cl)c2)cc1 (centres undefined) | i | i | -8 | 4 | i | i | i | 13 | i | i | i |
| Cc1ncoc1C(=O)Nc1ccc2c(c1)OCCO2 | i | i | -5 | 8 | i | i | i | 66* | i | i | i |
| CCOC(=O)c1nc(C)n(-c2cc(Cl)ccc2Cl)n1 | i | i | -3 | nt | i | i | i | 1 | i | i | i |
| Cc1c(CCO)c(=O)[nH]n1S(=O)(=O)c1ccc(Cl)cc1Cl | i | i | 1 | -3 | i | i | i | -13 | i | i | i |
| Cc1nc(NCCCn2ccnc2)c2ccccc2n1 | i | i | -3 | 11 | i | i | i | 0 | i | i | i |
| Nc1n[nH]c(N)c1N=Nc1ccc2c(c1)OCO2 | i | i | -5 | 8 | i | nt | i | 13 | i | i | i |
| Cc1ccc(OCc2cc(C(=O)N(C)Cc3cnc4ccccn34)no2)cc1C | i | i | -9 | -2 | i | i | i | 8 | i | i | i |
| CCCCN1C(=O)N(c2ccccc2Cl)C(C)(O)CC1(C)C (centres undefined) | i | i | -4 | 6 | i | i | i | 0 | i | i | i |
| Cc1ccc(NC(=O)CC2Oc3ccccc3NC2=O)c(C)c1 (centres undefined) | i | i | 1 | 1 | i | i | i | 9 | i | i | i |
| Cc1ccc(NC2=CC(=O)CC(C)(C)C2)cc1Cl | i | i | -6 | 2 | i | i | i | -1 | i | i | i |
| Cc1cccc(Cn2c(C(C)(C)C)cc3cccnc32)c1 | i | i | -10 | -3 | i | i | -6* | 4 | 8* | i | i |
| O=C(Nc1nccs1)c1cc(N2CCOCC2)nc2ccccc12 | i | i | -30 | 6 | i | i | i | 4 | i | i | i |
| COc1ccc(C2CC(c3ccccc3)Nc3nc(N)nn32)cc1 (centres undefined) | i | i | -13 | -10 | i | i | i | -2 | i | i | i |
| COc1ccc(OC)c(-c2nc(C(=O)NC3CCN(Cc4ccccc4)CC3)cc3c2[nH]c2ccccc23)c1 | i | i | -11 | 5 | i | i | i | -3 | i | i | i |
| COc1cc(Nc2c3c(nc4ccccc24)CCCC3)cc(OC)c1OC | i | i | -8 | 0 | i | i | i | -2 | i | i | i |
| Cc1ccc(-c2csc(N(C)C(=O)c3c(C)nn(-c4ccccc4)c3Cl)n2)cc1 | i | i | -4 | -6 | i | i | i | 1 | i | i | i |
| Cc1nc([N+](=O)[O-])c(Br)n1CC(=O)c1ccc2ccccc2c1 | i | i | -17 | 5 | i | i | i | 0 | i | i | i |
| O=C(CN1CCN(c2ccc(F)cc2)CC1)NCC1CCCO1 (centres undefined) | i | i | -9 | -3 | i | nt | i | 10 | i | i | i |
| O=C1NC(c2ccccc2)CCO1 (centres undefined) | i | i | -2 | 15 | i | i | i | 1 | i | i | i |
| Cc1c(C(=O)OCC(C)(C)CN(C)C)oc2ccccc12 | i | i | -6 | 1 | i | i | i | -6 | i | i | i |
| Cc1ccc(NC(=O)N2C3CCCC2CC(NC(=O)C(C)(C)C)C3)cc1 (centres undefined) | i | i | -5 | nt | i | nt | i | 4 | i | i | i |
| COc1ccccc1CCC(=O)OCC(=O)NC1CC1 | i | i | -3 | 19 | i | i | i | -3 | i | i | i |
| O=C(CCn1c(=O)oc2ccccc21)n1c(=O)oc2ccccc21 | i | i | -3 | -5 | i | i | i | 1 | i | i | i |
| COc1ccc(C(N)CCc2ccco2)cc1 (centres undefined) | i | i | -5 | 1 | i | i | i | -4 | i | i | i |
| COc1nsnc1NS(=O)(=O)c1ccc(NC(=S)NC(=O)c2cccnc2)cc1 | i | i | -12 | 7 | i | i | i | 1 | i | i | i |
| CCOc1ccc(Nc2nc(NCC(=O)O)nc(N)c2[N+](=O)[O-])cc1 | i | i | -4 | 9 | i | i | i | 5 | i | i | i |
| CCOc1ccccc1NC(=O)COC(=O)C1CC(=O)N(c2c(C)cccc2C)C1 (centres undefined) | i | i | -7 | 2 | i | i | i | 2 | i | i | i |
| OCC1(Cc2ccccc2)CCCN(Cc2ccc3c(c2)OCCO3)C1 (centres undefined) | i | i | -7 | -1 | i | i | i | 3 | i | i | i |
| CCCCOn1c(C)c(C(C)=O)c2c3no[n+]([O-])c3ccc21 | i | i | -13 | 1 | i | i | i | 1 | i | i | i |
| COc1ccc(Cl)cc1NC(=O)CN(C)C(=O)c1cc2ccccc2cc1OC | i | i | -16 | 3 | i | i | i | 3 | i | i | i |
| Cc1ccc(S(=O)(=O)C2(C(=O)NC3CCCC3)CC2)cc1 | i | i | -8 | 0 | i | i | i | 3 | i | i | i |
| CCOc1cc(C(=O)Nc2cc3c(cc2N2CCOCC2)n(C)c(=O)n3C)cc(OCC)c1OCC | i | i | -3 | 9 | i | i | i | 13 | i | i | i |
| Cc1csc(NC(=O)CSc2ccc([N+](=O)[O-])cn2)n1 | i | i | -9 | nt | i | i | i | -9 | i | i | i |
| O=S(=O)(NCc1cccnc1)c1ccccc1 | i | i | -11 | -1 | i | i | i | -1 | i | i | i |
| Cc1cc(C)n(CC(O)Cn2ccc3ccccc32)n1 (centres undefined) | i | i | -9 | -5 | i | i | i | 1 | i | i | i |
| S=C(NCc1cccnc1)Nc1cccc2ccccc12 | i | i | -8 | -1 | i | i | i | -10 | i | i | i |
| COCCNC(=O)c1ccc(CS(=O)(=O)c2ccccc2)o1 | i | i | -5 | -3 | i | i | i | 1 | i | i | i |
| O=C(NCc1cccnc1)Nc1cccc(F)c1 | i | i | -8 | 7 | -7.8* | i | i | 0 | i | i | i |
| COc1cccc(NC(=O)CN2C(=O)COc3ccc(C)cc32)c1 | i | i | -3 | nt | i | i | i | -1 | i | i | i |
| O=c1c2cnn(-c3ccc(F)cc3)c2ncn1Cc1ccc(F)cc1 | i | i | -7 | -6 | i | i | i | 16 | i | i | i |
| CC(=O)NC(Cc1ccccc1)C(=O)N1CCN(C(=S)NCC(C)C)CC1 (centres undefined) | i | i | -6 | 0 | i | i | i | 0 | i | i | i |

Brought forward from above: 2 compounds, followed by the next part.
| SMILES | TRPC4 act | TRPC4 PAM | hERG rescue | Dyrk1A ADPGlo | KCNK9 inh | PolyA inhibitor | TRPC4 inh | Platelet DG rel | KCNQ1 inh | KCNQ1 pot | KCNK3 block |
| --- | --- | --- | --- | --- | --- | --- | --- | --- | --- | --- | --- |
| O=c1c2cnn(-c3ccc(F)cc3)c2ncn1Cc1ccc(F)cc1 | i | i | -7 | -6 | i | i | i | 16 | i | i | i |
| CC(=O)NC(Cc1ccccc1)C(=O)N1CCN(C(=S)NCC(C)C)CC1 (centres undefined) | i | i | -6 | 0 | i | i | i | 0 | i | i | i |
| CCN=C1S/C(=C\c2cn(CC(=O)NCc3ccco3)c3ccccc23)C(=O)N1CC | i | i | -13 | -3 | i | i | i | 16 | i | i | i |
| CCOc1ccc(-n2c(Cc3cc(=O)[nH]c(=O)[nH]3)nnc2SC(C)C(=O)OC)cc1 (centres undefined) | i | i | -5 | 2 | i | i | i | 14 | i | i | i |
| COc1ccc(/C=c2\sc3nc(-c4ccccc4OC)nn3c2=O)c(OC)c1 | i | i | -10 | 0 | i | i | i | 3 | i | i | i |
| N#C/C(=C/c1ccc(N2CCCCC2)o1)c1cccc(F)c1 | i | i | -26 | 2 | -10* | i | i | 18 | i | i | -14* |
| O=[N+]([O-])c1cc2c(cc1CN1CCN(c3ccccc3)CC1)OCO2 | i | i | -2 | -4 | i | i | i | -1 | i | i | i |
